ALOX12 inh: Primary qHTS assay for inhibitors of human arachidonate 12S-lipoxygenase (ALOX12): Round 2. actives 1.1% (n = 580,000). purified 12hLO, xylenol orange hydroperoxide absorbance. AID 1671190, 2021. Polyunsaturated fatty acid lipoxygenase ALOX12 (Homo sapiens), P18054. Potency, µM (doses to about 108 µM), for inactives: top-dose activity change, negative = inhibition, hits mostly inhibitors; note: potency is the fitted concentration of half-maximal effect; % is set by controls: 0 for no effect and ±100 for the full control effect
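Purified human 12hLO (150 nM final) in 25 mM Hepes, 0.01% Triton X-100, pH 7.0 was preincubated 15 min at room temperature with compound. Then 40 uM arachidonic acid was added, 30 min. Hydroperoxide was read by Fe-XO absorbance ratio 573/405 nm.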
Pol kappa inh: qHTS for Inhibitors of Polymerase Kappa. actives 0.53% (n = 400,000). Potency, µM (top dose mostly 107 µM), for inactives: at the top dose activity, negative = inhibition, usual class: inhibitors. purified Pol kappa, fluorescent DNA synthesis assay, 10 min. AID 588579, 2011; note: potency is the fitted concentration of half-maximal effect; % is set by controls: 0 for no effect and ±100 for the full control effect
Target sequence (Q9UBT6 whole entry, looked up): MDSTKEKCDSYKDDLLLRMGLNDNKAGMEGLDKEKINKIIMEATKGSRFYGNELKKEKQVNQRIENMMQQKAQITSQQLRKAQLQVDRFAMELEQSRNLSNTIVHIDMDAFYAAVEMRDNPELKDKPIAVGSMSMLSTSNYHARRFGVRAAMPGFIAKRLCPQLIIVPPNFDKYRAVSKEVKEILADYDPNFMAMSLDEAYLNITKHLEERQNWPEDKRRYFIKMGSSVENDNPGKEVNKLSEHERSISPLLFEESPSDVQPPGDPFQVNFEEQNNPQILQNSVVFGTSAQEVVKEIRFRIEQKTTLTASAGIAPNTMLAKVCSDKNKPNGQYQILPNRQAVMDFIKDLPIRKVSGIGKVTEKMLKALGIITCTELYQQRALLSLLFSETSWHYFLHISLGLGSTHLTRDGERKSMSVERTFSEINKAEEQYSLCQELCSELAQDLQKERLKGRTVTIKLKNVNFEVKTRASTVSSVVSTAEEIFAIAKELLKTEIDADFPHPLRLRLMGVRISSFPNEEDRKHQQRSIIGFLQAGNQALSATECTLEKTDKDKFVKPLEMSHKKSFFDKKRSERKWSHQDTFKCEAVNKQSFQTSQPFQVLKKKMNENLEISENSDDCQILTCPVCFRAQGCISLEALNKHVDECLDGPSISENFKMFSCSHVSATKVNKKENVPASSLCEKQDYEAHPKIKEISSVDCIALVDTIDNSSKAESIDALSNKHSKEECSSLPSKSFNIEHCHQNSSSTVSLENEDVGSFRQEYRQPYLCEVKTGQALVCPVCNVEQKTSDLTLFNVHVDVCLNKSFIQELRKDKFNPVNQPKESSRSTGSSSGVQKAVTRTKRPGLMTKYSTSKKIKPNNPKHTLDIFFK
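Inhibition of 10 nM Pol kappa is measured by a fluorescent read-out at 0 and 10 min following addition of 50 nM substrate (final), with a 15-min room-temperature compound preincubation.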
ERG Ets-DNA blk: qHTS for Small Molecule Inhibitors of the ERG Ets/DNA interaction; fluorescence polarization, His-ERG Ets domain / labelled DNA; Potency, µM (highest dose often 76.9 µM), inactives show at the highest dose FP activity, negative = inhibition, usual class: inhibitors; actives 0.028% (n = 370,000); active = well fitted inhibition curve with a large enough effect in the polarisation, with a control signal flat; inconclusive = small, poorly fitted or top-dose-only effect, or effect the other way, or a change in a side signal; inactive = no such curve, though single readings can be large or run the other way; the % refers to the polarisation;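 note: polarization taken with two DNA probes labelled with fluorescein and Texas red; potency is the fitted concentration of half-maximal effect; % of control where 0% means no effect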
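His-tagged ERG Ets domain (1 uM in the protein solution; 300mM KCl, 50mM Tris-HCl, 1mM EDTA, 1mM DTT, pH 7.5) received compound, then a probe mix of 5 nM fluorescein-DNA and 100nM Texas-615-DNA. Fluorescence polarization was read for both dyes.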
POLB inh: qHTS Assay for Inhibitors of DNA Polymerase Beta; AID 485314, 2010; Potency, µM (series often up to 114 µM), without a hit: at the top dose activity change, negative = inhibition, actives largely listed as inhibitors; P06746; actives 1.3% (n = 340,000); Pol beta primer extension/strand displacement, fluorescence kinetic; note: potency is the fitted concentration of half-maximal effect; % is set by controls: 0 for no effect and ±100 for the full control effect
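10 nM enzyme + cpd, 15 min RT; start with substrate 50 nM final; read 0 min and after 10 min RT. Corrected, normalized data; 4-parameter Hill curve fit.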
Anesthetic bind: qHTS Assay for Identification of Novel General Anesthetics; Ferritin light chain (Equus caballus), P02791; apoferritin/1-aminoanthracene competitive binding, fluorescence; Potency, µM (doses to about 77.5 µM), without a hit: top-dose activity change, negative = displacement, hits mostly inhibitors; actives 0.074% (n = 350,000); AID 485281, 2010; note: potency is the fitted concentration of half-maximal effect; % is set by controls: 0 for no effect and ±100 for the full control effect; nearly all actives have a fitted effect of over 20% in size
Target sequence (P02791 2-175 limits assumed): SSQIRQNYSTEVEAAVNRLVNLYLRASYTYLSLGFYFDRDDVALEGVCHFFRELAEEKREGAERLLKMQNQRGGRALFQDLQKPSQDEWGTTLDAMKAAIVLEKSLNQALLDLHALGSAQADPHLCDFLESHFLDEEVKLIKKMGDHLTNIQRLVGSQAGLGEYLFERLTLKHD
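Read-out: endpoint 1-AMA fluorescence, excitation 380 nm and emission 535 nm, after compounds sit 10 min at room temperature with 10 uM horse-spleen apoferritin in 50% saturated 1-AMA/PBS. Values come from four-parameter Hill fits.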
TRHR ag: qHTS for Small Molecule Agonists and Allosteric Enhancers of Human TRH Receptor: Primary Screen for Agonists. TRHR cells, calcium flux fluo-8, FDSS agonist mode. activation, % at 2 µM. actives 0.18% (n = 360,000). AID 493084, 2011; in the data active = activation above about 30%; note: 0% is about no effect
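In this calcium-flux screen, cells bearing human TRHR are dye-loaded with fluo-8, baselined for 10 cycles, then exposed to library compounds; positive kinetic calcium responses during the agonist phase mark hits, with TRH as control.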
APE1 inh: qHTS Assay for Inhibitors of the Human Apurinic/apyrimidinic Endonuclease 1 (APE1); actives 0.35% (n = 350,000); recombinant APE1, TAMRA/BHQ-2 abasic DNA cleavage fluorescence; Potency, µM (highest dose often 65.8 µM), without a hit: at the top dose activity change, negative = inhibition, most hits filed as inhibitors; DNA repair nuclease/redox regulator APEX1 (Homo sapiens), P27695;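 note: potency is the fitted concentration of half-maximal effect; plate controls were vehicle for no effect and reference inhibitor for full effect; nearly all actives have a fitted effect of over 55% in size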
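Incision of a quenched TAMRA/BHQ-2 THF abasic-site duplex (50 nM) by 0.75 nM APE1, after 15 min compound preincubation, measured as fluorescence increase over three 60 s reads. Values normalized to buffer, DMSO and NSC13755 control wells.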
BLM helicase inh: qHTS Assay for Inhibitors of Bloom's syndrome helicase (BLM); actives 0.2% (n = 350,000); AID 2528, 2010; recombinant BLM DNA unwinding, fluorescence dequenching; RecQ-like DNA helicase BLM (Homo sapiens), P54132; Potency, µM (top dose mostly 56.1 µM), without a hit: top-dose activity change, negative = inhibition, usual class: inhibitors;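 note: potency is the fitted concentration of half-maximal effect; plate controls were vehicle for no effect and no enzyme for full effect; nearly all actives have a fitted effect of over 35% in size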
Pol iota inh: qHTS for Inhibitors of Polymerase Iota; DNA polymerase iota (Homo sapiens), Q9UNA4; Pol iota fluorescent replication assay, 10 min; Potency, µM (highest dose often 115 µM), for the others: at the highest dose activity, negative = inhibition, hits mostly inhibitors; actives 1% (n = 390,000); note: potency is the fitted concentration of half-maximal effect
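Fluorescent replication assay read twice, at 0 min and 10 min after adding 50 nM (final) substrate. Enzyme (10 nM) and compounds were first incubated 15 min at room temperature; enzyme-free buffer wells were negative controls.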
Active calls of the source: *; ? = inconclusive; . = no result given; [ ] = remark or other dose. Unless noted, calls come from the whole dose curve; as a rule, active = well fitted curve in the direction sought with a large enough effect; inconclusive = small, poorly fitted or top-dose-only effect, or another doubt; inactive = no such curve, though single readings can be large; an effect the other way counts as inactive or inconclusive.

SMILES	ALOX12 inh	Pol kappa inh	ERG Ets-DNA blk	POLB inh	Anesthetic bind	TRHR ag	APE1 inh	BLM helicase inh	Pol iota inh
Cc1ccc(Cc2cc(C)n[nH]c2=O)cc1	222%[activator]	5%	1%	-8%	-16%	-0.2	?	0%	211%[activator]
Cn1nc(C(F)(F)F)c(/C=N/OC(=O)c2ccccc2)c1Cl	-4%	-19%	-2%	12%	-8%	.	2%	-2%	27%
CCc1c(C)c2ccc(OCC(=O)NCC3CCC(C(=O)O)CC3)cc2oc1=O (configuration not stated)	33%[activator]	2%	-1%	93%	-5%	0.2	9%	0%	23%
C/C(=N/N=C1\SCC(=O)N1c1ccccc1)c1ccc(C)cc1	136%[activator]	-6%	6%	6%	31%[activator]	-0.9	1%	-11%	-20%
Cn1c(=O)n(C)c2cc([N+](=O)[O-])c(N3CCN(C(=O)c4ccccc4Cl)CC3)cc21	7%	0%	.	30%	?	-0.2	0%	3%	15%
Cc1ccc(CCNC(=O)CN2C(=O)COc3ccc(S(=O)(=O)N4CCCCCC4)cc32)cc1	-21%	3%	-2%	4%	-15%	0.1	.	0%	9%
O=C(COC(=O)c1ccc(Cl)c(S(=O)(=O)N2CCc3ccccc3C2)c1)Nc1ncc(Cl)cc1Cl	-5%	-21%	.	-5%	4%	0.5	12%	-4%	45%[activator]
CC(=O)Nc1ccc(NC(=O)C(C)n2c3ccccc3c3nc(=O)cc(C)n32)cc1 (configuration not stated)	16%	-2%	-3%	6%	-4%	0.4	0%	0%	57%[activator]
COc1ccc(CN2C(=O)CNC2=S)cc1	2%	7%	14%	-15%	5%	0.1	23%	-4%	15%
CC(C)(C)C(=O)COC(=O)c1ccccc1O	-36%	-7%	-10%	-1%	?	-0.3	?	-4%	-15%
CCn1c(SCc2ccc(F)cc2Cl)nnc1-c1nonc1NC(C)=O	?	-5%	1%	20%	?	-2.0	.	-2%	-7%
O=C(Nc1ncc2c(n1)CC(c1cccc(Cl)c1)CC2=O)c1ccco1 (configuration not stated)	-26%	-12%	-3%	1%	-17%	-0.8	-3%	-3%	-4%
O=C(c1cc(C(F)(F)F)cc(C(F)(F)F)c1)N1CCC[C@@]2(CCN(c3ncccn3)C2)C1	0%[57.4 µM]	8%[60.1 µM]	.	.	.	.	4%	-2%	.
O=C(c1ccc(Br)o1)N1N=C(c2ccc(Cl)cc2)CC1c1ccco1 (configuration not stated)	0%	-12%	8%	?	-20%	0.3	-9%	-11%	?
COc1ccc(C(=O)NCCS(=O)(=O)NCc2cccs2)cc1	-3%	-6%	-2%	.	.	-0.3	-1%	.	18%
COCCNC(=O)c1onc(CSc2cc(C)cc(C)c2)c1C(=O)NCCOC	253%[activator]	-15%	4%	36%	-6%	-0.8	0%	-2%	-9%
O=C(O)C#Cc1cccc2ccccc12	-2%	-17%	-8%	12%	1%	-0.6	-4%	-5%	-12%
Cc1ccc(/C=N/n2c(-c3ccncc3)n[nH]c2=S)s1	?	-7%	-18%	10%	-6%	0.7	22%	-23%	171%[activator]
CCOc1ccc2[nH]c(=O)c(CN(Cc3ccco3)C(CC)c3nnnn3Cc3ccccc3)cc2c1 (configuration not stated)	-11%	-8%	-6%	23%	-18%	1.1	-8%	-3%	8%
Cn1nnc(NC(=O)C(c2ccccc2)c2ccccc2)n1	-17%	-16%	3%	13%	-6%	1.2	1%	0%	18%
CC(C)(C)Nc1nc(OCC#N)nc(N2CCCCC2)n1	-7%	-11%	-4%	1%	-23%	-3.8	1%	3%	-30%
CC(C)CC(NC(=O)C1CCC(C)CC1)C(=O)NCc1cccnc1 (configuration not stated)	0%	1%	4%	-14%	-8%	-0.7	6%	-3%	47%[activator]
CC(C)(C)NC(=O)NCc1ccco1	0%	-14%	3%	13%	6%	1.7	2%	-1%	6%
COc1cccc(-c2nc(N3CCCCC3C)c3ccccc3n2)c1O (configuration not stated)	0%	-7%	2%	-9%	?	-0.2	-2%	-6%	0%
COc1cc(/C=N/NC(=O)c2cc(-c3ccccc3)nc3ccccc23)ccc1O	21%	2%	22%	-2%	?	0.6	30%	-13%	13%
The results go on.
SMILES	ALOX12 inh	Pol kappa inh	ERG Ets-DNA blk	POLB inh	Anesthetic bind	TRHR ag	APE1 inh	BLM helicase inh	Pol iota inh
O=C(c1csc2ccccc12)N1CCN(c2ccccn2)CC1	?	-2%	2%	13%	-12%	-0.7	-3%	-6%	-1%
COc1cc2nc(N(CCCN(C)C)C(=O)c3ccc(S(=O)(=O)N4CCc5ccccc5C4)cc3)sc2cc1OC	?	-8%	-3%	.	.	1.5	12%	.	8%
COc1ccc(COC(=O)Oc2ccc(CNC(C)=O)cc2OC)c([N+](=O)[O-])c1	?	9%	-12%	.	.	-0.3	30%	.	7%
CCCCNC(=O)c1cc2nc3c(c(C(F)(F)F)n2n1)CCc1ccccc1-3	0%	-16%	-3%	4%	-12%	-0.1	0%	-2%	16%
CCOC(=O)C1=C(C)NC(SCC(=O)Nc2nc(C)cs2)=C(C#N)C1c1cccs1 (configuration not stated)	?	.	.	-3%	1%	-0.8	3%	-19%	.
O=C(NCN1C(=O)C2C3C=CC(C3)C2C1=O)Nc1nccs1 (configuration not stated)	466%[activator]	-4%	7%	3%	-7%	0.2	4%	2%	-1%
COc1ccc(CCNC(=O)CN(c2cc([N+](=O)[O-])ccc2OC)S(C)(=O)=O)cc1	?	-6%	10%	2%	-5%	-0.6	10%	3%	-4%
COc1ccc(C(=O)C2CCCN(C(=O)c3cccc(N(C)C)c3)C2)cc1OC (configuration not stated)	5%	4%	12%	16%	-7%	-0.6	65%[activator]	1%	7%
O=C(NCc1ccccc1Cl)C1CCN(C(=O)c2ccco2)CC1	.	6%	8%	27%	-5%	-3.0	41%	9%	50%[activator]
COc1ccc(C(=O)NC2CC3CCCC(C2)N3Cc2ccccc2)cc1 (configuration not stated)	?	-7%	-2%	12%	22%	0.1	47%[activator]	1%	12%
Cc1nn(Cc2ccccc2)c(N)c1-c1ccccc1	3%	-4%	-12%	?	-20%	-0.6	-1%	0%	-4%
COc1ccc(CSc2nnc(N)s2)cc1F	55%[activator]	6%	7%	-15%	?	0.6	-4%	-1%	5%
O=C(Cn1c(=O)n(-c2ccc(Cl)cc2)c(=O)c2sc3ccccc3c21)NC1CCCCC1	-3%	-3%	-2%	31%	-1%	0.4	.	-5%	-1%
Cc1[nH]c2ccccc2c1C(=O)COC(=O)C1CCC1	?	-14%	-1%	7%	-13%	-0.6	3%	-8%	16%
N#CC1=C(N)N(c2ccccc2)C(=O)C1	?	-8%	5%	-12%	-10%	0.5	8%	0%	11%
O=C1CCC(C(=O)N2CCC(O)(c3ccccc3)CC2)CN1CCc1ccccc1 (configuration not stated)	.	-12%	-6%	0%	-6%	0.0	4%	2%	1%
Cc1c(Br)c([N+](=O)[O-])nn1CC(=O)N1CCN(Cc2ccccc2)CC1	-1%	-4%	-3%	?	-5%	-0.4	0%	-6%	17%
CCOc1ccc(NC(=O)c2ccc3[nH]c(C)c(C)c3c2)cc1	-22%	-21%	-2%	-20%	-8%	-0.3	.	-6%	2%
CCCCCCCCCCCCCCCCSCC(COC)COP(=O)([O-])OCC[N+](C)(C)C (configuration not stated)	.	2%[60.1 µM]	.	.	-6%	.	4%	-5%	.
COc1ccc(CCNC(=O)c2cc(S(=O)(=O)N3CCOCC3)ccc2F)cc1	365%[activator]	-6%	19%	.	.	-0.1	7%	.	7%

Part of the list above in a different format:
Every second line gives: ALOX12 inh, Pol kappa inh, ERG Ets-DNA blk, POLB inh, Anesthetic bind, TRHR ag, APE1 inh, BLM helicase inh, Pol iota inh
> CCOc1ccc(NC(=O)c2ccc3[nH]c(C)c(C)c3c2)cc1
    -22%, -21%, -2%, -20%, -8%, -0.3, ., -6%, 2%
> CCCCCCCCCCCCCCCCSCC(COC)COP(=O)([O-])OCC[N+](C)(C)C (configuration not stated)
    ., 2%[60.1 µM], ., ., -6%, ., 4%, -5%, .

Among those listed so far, these have a CF3 group.
SMILES	ALOX12 inh	Pol kappa inh	ERG Ets-DNA blk	POLB inh	Anesthetic bind	TRHR ag	APE1 inh	BLM helicase inh	Pol iota inh
Cn1nc(C(F)(F)F)c(/C=N/OC(=O)c2ccccc2)c1Cl	-4%	-19%	-2%	12%	-8%	.	2%	-2%	27%
O=C(c1cc(C(F)(F)F)cc(C(F)(F)F)c1)N1CCC[C@@]2(CCN(c3ncccn3)C2)C1	0%[57.4 µM]	8%[60.1 µM]	.	.	.	.	4%	-2%	.
CCCCNC(=O)c1cc2nc3c(c(C(F)(F)F)n2n1)CCc1ccccc1-3	0%	-16%	-3%	4%	-12%	-0.1	0%	-2%	16%

Screening data (PubChem)

These rows are one share of the data (hit frequency here may not be typical).
